Screening data as filed in PubChem BioAssay.
ALOX12 inh – Primary qHTS assay for inhibitors of human arachidonate 12S-lipoxygenase (ALOX12): Round 2 | purified 12hLO, xylenol orange hydroperoxide absorbance | actives 1.1% (n = 580,000) | Potency, µM (top dose mostly 108 µM), inactives show at the highest dose activity change, negative = inhibition, hits mostly inhibitors | AID 1671190, 2021; active means well fitted inhibition curve with a large enough effect; inconclusive means small, poorly fitted or top-dose-only effect, or another doubt; inactive means no such curve, though single readings can be large or run the other way
Target sequence (P18054 whole entry, looked up): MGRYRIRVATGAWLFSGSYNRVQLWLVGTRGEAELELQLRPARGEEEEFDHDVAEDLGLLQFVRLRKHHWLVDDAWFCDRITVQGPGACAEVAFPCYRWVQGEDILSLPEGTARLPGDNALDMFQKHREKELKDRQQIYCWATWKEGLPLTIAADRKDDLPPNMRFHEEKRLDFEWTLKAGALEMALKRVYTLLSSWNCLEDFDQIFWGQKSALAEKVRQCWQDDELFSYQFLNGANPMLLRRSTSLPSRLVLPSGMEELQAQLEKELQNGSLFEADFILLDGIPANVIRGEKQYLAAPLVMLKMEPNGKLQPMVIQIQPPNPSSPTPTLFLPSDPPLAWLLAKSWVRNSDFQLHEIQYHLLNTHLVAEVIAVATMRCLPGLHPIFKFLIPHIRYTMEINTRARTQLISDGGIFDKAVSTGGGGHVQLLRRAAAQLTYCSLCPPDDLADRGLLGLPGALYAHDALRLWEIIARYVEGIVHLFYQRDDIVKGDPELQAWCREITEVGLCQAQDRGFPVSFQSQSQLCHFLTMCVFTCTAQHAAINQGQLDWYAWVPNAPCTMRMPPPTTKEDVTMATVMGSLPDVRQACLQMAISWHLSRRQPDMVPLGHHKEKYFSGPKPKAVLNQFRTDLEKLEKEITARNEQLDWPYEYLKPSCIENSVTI
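Purified human 12hLO at 150 nM in 25 mM Hepes, 0.01% Triton X-100, pH 7.0, preincubated 15 min at room temperature with compound. Reaction started with 40 uM arachidonic acid, 30 min at room temperature. Hydroperoxide measured by Fe-xylenol orange, 573/405 nm absorbance ratio.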
Starred values were filed as active, the others as inactive; u = inconclusive; [ ] = dose if it differs, or a comment. On the % scale 0 is the no-effect control and ±100 the full control effect; potency means the concentration at half of the fitted maximal effect.

SMILES	ALOX12 inh
Cc1nc(N2CCC(NC(=O)Cc3ccc(F)cc3)CC2)cc(C(F)(F)F)n1	11%
Cc1ccccc1C(=O)Nc1ccc([C@H]2OCC(=O)N(Cc3ccncc3)[C@@H]2CO)cc1	14%[176 µM]
O=C(c1ccc(Cl)nc1)N1CCn2c(nnc2-c2ccccc2)C1	0%[176 µM]
COc1cccc(NC(=O)NC[C@H]2O[C@H](Cc3cc(-c4ccc(F)cc4)on3)CC[C@@H]2O)c1	2%
O=C(CCC[C@@H]1[C@H]2CCCN3CCC[C@@H](CN1C(=O)c1cc(F)cc(F)c1)[C@@H]23)NCc1ccccc1	-5%
COCCO[C@H]1C(=O)N(C2CCN(C(=O)c3ccc4cc[nH]c4c3)CC2)[C@H]1c1ccncc1	37%[activator]
O=C(NC1CCCC1)N1c2ccccc2CC1c1noc(C2CCOCC2)n1 (stereo unspecified)	60%[activator]
O=C(Cn1ccn2nc3c(c2c1=O)CCCCC3)Nc1ccccc1	3%
Cc1cnc(CC2CCN(C(=O)CCc3c[nH]c4ccccc34)C2)n1CC1CC1 (stereo unspecified)	5%
CNC(=O)[C@@H](C1CC1)N1CCC[C@H]1C(=O)NCC1CC1	3%[176 µM]
Cc1nc2c(c(-c3ccc(Cl)cc3)n1)CCN(C(=O)C1CCCC1)CC2	13%
CC1=NS(=O)(=O)N(Cc2ccccc2)C=C1C(=O)OCc1noc(-c2ccc(C)c(C)c2)n1	13%
Cc1cc(S(=O)(=O)N2CCC(Oc3ncccc3C(=O)N3CCOCC3)C2)ccc1F (stereo unspecified)	40%[activator]
COc1ccc(C(=O)N2[C@@H]3CC[C@H]2CC(NC(=O)c2ccncc2)C3)c(OC)c1 (stereo partly specified)	52%[activator]
COc1ccccc1C(=O)N1CCC(N2CCCC2=O)CC1	-3%[12.5 µM]
O[C@@H]1CCN(Cc2nc(C3(O)CCN(CC4CC4)CC3)cs2)C1	19%[176 µM]
COc1ccc(C(=O)N2CCOCCNC(=O)CC2)c(OC)c1	54%
c1ccc(-c2ccc(CNCC3CCCO3)o2)cc1 (stereo unspecified)	52%[activator]
CNC(=O)N1CCC2(CC1)CC(Cc1cccc(F)c1)CCO2 (stereo unspecified)	28%
COCC(=O)N1CCC2(CC1)CC(Cc1nc(-c3cccnc3)no1)CCO2 (stereo unspecified)	7%

The list goes on; the last 4 above are carried over.
SMILES	ALOX12 inh
COc1ccc(C(=O)N2CCOCCNC(=O)CC2)c(OC)c1	54%
c1ccc(-c2ccc(CNCC3CCCO3)o2)cc1 (stereo unspecified)	52%[activator]
CNC(=O)N1CCC2(CC1)CC(Cc1cccc(F)c1)CCO2 (stereo unspecified)	28%
COCC(=O)N1CCC2(CC1)CC(Cc1nc(-c3cccnc3)no1)CCO2 (stereo unspecified)	7%
Cc1ccc(F)c(OC2(C(=O)O)CCN(c3cnc4ccccc4n3)CC2)c1	26%
CC(C)=CCNc1ncnc2c1ncn2[C@@H]1O[C@H](CO)[C@@H](O)[C@H]1O	7%
Cc1nc(CC2CCN(C(=O)Cn3cccc(C(F)(F)F)c3=O)CC2)no1	8%
COCc1cc(=O)n(CC(=O)Nc2ccccc2)c(N2CCOCC2)n1	35%
C[C@H](c1ccccc1)N1C[C@@H](COCc2ccccc2)Oc2cccc(F)c2S1(=O)=O	18%
CN(CC1(C)CCOCC1)C(=O)c1ccc2ncccc2c1	25%
CN(C)Cc1ccc(-c2ccc(CO)cc2CO)cc1	0%
CN1C(=O)[C@H]2CN(Cc3cc(F)cc(F)c3)C[C@H]2C1=O	21%
COc1cccc(CN2CCOC[C@H](Oc3ccc(C(F)(F)F)cn3)C2)c1	36%[activator][176 µM]
Cc1cccc(OCCc2noc(C3CCCNC3)n2)c1 (stereo unspecified)	5%
FC(F)(F)c1ccc(CN2CCCC3(CC(Cc4ccccc4)=NO3)C2)cc1 (stereo unspecified)	33%[activator]
O=C(O)c1cc(-c2cccc(CO)c2)cc(S(=O)(=O)N2CCOCC2)c1	0%
CN(Cc1ccsc1)Cc1nc(C(c2ccccc2)c2ccccc2)no1	-31%
COc1ccc(-c2cn3c(n2)N(C(=O)c2cccs2)CCC3)cc1	34%[activator]
OCC(CO)N[C@H]1C[C@](O)(CO)[C@@H](O)[C@H](O)[C@H]1O	10%
CC(=O)Nc1ccc(CN2CCn3c(nn(-c4ccc(C(F)(F)F)cc4)c3=O)C2)cc1	2%[6.33 µM]
CC(C)CNC(=O)c1cccc2c1CCN2C(=O)c1ccc(F)cc1	49%[activator]
CS(=O)(=O)c1ccc(CN2CCOC[C@H]2c2ncc(-c3ccc(Cl)s3)[nH]2)cc1	11%
CCN1CC(c2ccccc2)CC2(CCN(C(=O)N3CCCC3)CC2)C1 (stereo unspecified)	-5%
Cc1ccc(NC(=O)N2CCN(c3nnnn3-c3ccc(Cl)c(C)c3)CC2)cc1F	-2%[6.33 µM]

2 entries from above, with each value named.
> COc1ccc(C(=O)N2[C@@H]3CC[C@H]2CC(NC(=O)c2ccncc2)C3)c(OC)c1 (stereo partly specified)
  ALOX12 inh: 52%[activator]

> CN1C(=O)[C@H]2CN(Cc3cc(F)cc(F)c3)C[C@H]2C1=O
  ALOX12 inh: 21%

Remaining list, next part.
SMILES	ALOX12 inh
COC1CCC(C(=O)N2CCC3(CC2)OC(=O)N(CCOc2ccccc2)C3(C)c2cccnc2)CC1 (stereo unspecified)	15%
N=c1ccn2c(n1)OCC1C2O[C@@H](O)[C@H]1O (stereo partly specified)	u
CCNc1cc(N2CCC(CCC(=O)NCCN3CCCCCC3)CC2)ncn1	63%[activator]
O=C(NCc1nnc2n1C(C(=O)NCc1cccnc1)CC2)c1cccnc1 (stereo unspecified)	-1%[6.33 µM]
Cc1ccc(N2CC(C)N(C(=O)c3ccc(-n4cnnn4)cc3)CC2=O)cc1 (stereo unspecified)	30%[activator]
CNC(=O)[C@@H](c1ccc(Cl)cc1)N1CCC[C@H]1C(=O)N1CCC1	-6%[176 µM]
O=C1CCCCC(Cc2ccccc2)(C(=O)NCCc2ccccc2)N1 (stereo unspecified)	11%
CN1CC(=O)N(C2CCCC2)Cc2c(NCc3cccc(F)c3)ncnc21	u
Cc1noc(C)c1[S+](=O)([O-])N1CCCC(c2nn(-c3ccccc3)c(=O)[nH]2)C1 (stereo unspecified)	35%[activator]
CCCS(=O)(=O)Nc1ccc(F)c(C(=O)c2c[nH]c3ncc(Cl)cc23)c1F	-23%[57.4 µM]
O=c1cc(N2CCOCC2)oc2c(-c3cccnc3)nccc12	33%[activator][176 µM]
CCNC(=O)[C@@H]1CCCN1C(C)(C)C(=O)NC	u
CCN1c2cc(C(=O)Nc3ccc(OC)c(F)c3)ccc2C(=O)N2CCCCC21 (stereo unspecified)	1%
COCc1nnc2n1CCC(NC(=O)CCc1c(C)nn(C)c1C)CC2 (stereo unspecified)	47%[activator]
Cc1noc(C)c1[S+](=O)([O-])N1CCC2(CC1)CC(=O)c1ccc(Cl)cc1O2	-8%
CCN1CCN(C2(C(=O)NCCc3ccccc3)Cc3ccccc3C2)CC1	25%
O[C@H]1CC[C@@H](Cc2cc(-c3ccc(F)cc3)on2)O[C@@H]1CNC1CCCCC1	-14%[176 µM]
C[S+](=O)([O-])c1ccc(-c2nc(C(=O)NCc3ccc4c(c3)OCO4)n3ccccc23)cc1	u
Cc1ccc(NC(=O)N[C@H]2C[C@@H](c3nc(-c4ccc5c(c4)OCO5)no3)N(C)C2)cc1	-6%[176 µM]
CCN(CC)C(=O)C(NC(=O)c1cccc(C)c1)C1CCN(C(=O)c2ccccc2C)CC1 (stereo unspecified)	23%
CCN1C(=O)CN(C(=O)COc2ccc(F)cc2)CC12CCOCC2	6%
Cc1ccc([S+](=O)([O-])NC2CCN(c3nc4ncccc4o3)CC2)cc1	11%
O=C(Cc1ccccc1F)N1C[C@@H](CO)[C@H](c2ccccn2)C1	-11%
O=C(Nc1ccc(F)cc1)c1cc(-c2ccc[nH]2)n[nH]1	u
CCN(Cc1noc(CC(C)C)n1)C(=O)c1ccc(C2CCCNC2)cc1 (stereo unspecified)	6%
CCCn1c(C)cnc1C1CCN(C(=O)NC(C)C)C1 (stereo unspecified)	14%
COc1ccc(-c2cc(N3CCCC(NC(=O)COc4ccccc4)C3)n[nH]2)cc1 (stereo unspecified)	58%[activator]
CCN1C(=O)C2CC3(CCN(C(=O)NCCc4ccccc4)CC3)CN2C1=O (stereo unspecified)	10%
CC(C)CN1CCN(C2CCOC3(CCN(C(=O)c4cccs4)CC3)C2)CC1 (stereo unspecified)	45%[activator]
O=C(O)c1cccc2c1CCN2C(=O)c1ccccc1	13%
Cn1c(CN2C[C@H](O)C[C@H]2c2nc(-c3ccc4c(c3)OCO4)no2)nc2ccccc21	7%[176 µM]
O[C@H]1[C@H](NCc2ccc(F)cc2)[C@H]2CO[C@H](O2)[C@@H]1N1CCC(Cc2ccccc2)CC1	44%[activator][176 µM]
Cc1ncsc1CN1CCc2nn(C)c(=O)n2CC1	32%
COc1ccc(NC(C)=O)cc1NC(=O)C[C@H]1NC(=O)c2ccccc2NC1=O	-1%
O=C(N[C@@H](Cc1cccnc1)C(=O)N1CCC[C@H]1C(=O)NCCc1ccccc1Cl)C1CC1	1%
COc1ccc2c3c(n(C)c2c1)[C@@H](CO)N(S(=O)(=O)c1ccccc1)CC31CCN(C)CC1	-17%
COCCN1CC(CO)C2(CCN(C(=O)Cc3c(C)noc3C)CC2)C1 (stereo unspecified)	58%[activator]
O=C(Cc1ccc(F)cc1)Nc1cccc(-c2nnc3n2CCCC3)c1	15%
CC(C)C[C@@H]1N[C@H](C(=O)O)Cc2cn(Cc3nccn3C)c3cccc1c23	u
Cc1ccc2[nH]c(CN3CCNCC(C(=O)O)C3)nc2c1C (stereo unspecified)	134%[activator]
CC(C)CC(NC(=O)C1=NNC(=O)CC1)c1nnc2n1CCNCC2 (stereo unspecified)	u
O=C(C=Cc1cccnc1)NCCCCC1CCN(C(=O)c2ccccc2)CC1	4%[57.4 µM]
CC(C)NC(=O)NC1CC2(CCN(C(=O)Cc3ccc(O)cc3)CC2)c2ccccc21 (stereo unspecified)	u
O=C(c1ccco1)N1CCC2(CC1)CC(N(C(=O)c1ccccc1)C1CC1)CCO2 (stereo unspecified)	51%[activator]
CC(C)CNC(=O)C1(CCO)CC12CCOCC2 (stereo unspecified)	36%[activator]
CCOc1ccc(NC(=O)C2CCCN(c3cn[nH]c(=O)c3)C2)cc1 (stereo unspecified)	16%
O=C(c1cccc(Cl)c1)N1CCC2(CC1)Cc1ccccc1NC2=O	15%
O=C1CCN(S(=O)(=O)c2ccccc2)CCCC(c2nc(-c3ccccc3)no2)CCN1 (stereo unspecified)	-4%
CC(C)c1ccc(NC(=O)N[C@H]2CO[C@H]3[C@@H]2OC[C@H]3OCc2ccccc2)cc1	-14%[176 µM]
O=[S+]([O-])(Nc1nncs1)c1ccc2c(c1)OCCN(Cc1ccncc1)C2	18%[176 µM]
COc1ncc(-c2ccnc(-c3nnc(C)n3CCc3ccccc3)c2)cn1	10%[176 µM]
CCC1c2nccn2CCCN1C(=O)c1c(C)noc1C (stereo unspecified)	27%
Cn1cc(C(=O)N2CC(Oc3ccc(-c4nc(-c5ccccc5)no4)cc3)C2)cn1	17%
CCn1ccc(C(=O)N2CCC(Cn3c(C)cnc3C)CC2)n1	36%[activator]
CC(NC(=O)c1cccc(C#N)c1)C(=O)N1CCN(c2ccccn2)CC1 (stereo unspecified)	24%
COc1ccc(F)c(-c2nc(Cn3cnc4ccccc43)c(C)o2)c1	u
COc1ccc(C(=O)N2CCC(N3Cc4ccccc4C3=O)CC2)cc1	8%[6.33 µM]
O=C1CCC2(CCN1Cc1ccccc1)CCN(C(=O)c1ccccc1F)CC2	6%
O=C(c1cc2cn(C3CC3)cc2s1)N1CCN(c2ccccn2)CC1	16%
CCC(=O)N1c2ccccc2CC1c1nc(C(C)C)no1 (stereo unspecified)	54%[activator]

Part of the list above, in CSV form.
Structure,ALOX12 inh
COc1ccc(F)c(-c2nc(Cn3cnc4ccccc43)c(C)o2)c1,u
CC(C)c1ccc(NC(=O)N[C@H]2CO[C@H]3[C@@H]2OC[C@H]3OCc2ccccc2)cc1,-14%[176 µM]
O=C(c1cccc(Cl)c1)N1CCC2(CC1)Cc1ccccc1NC2=O,15%
O=C(C=Cc1cccnc1)NCCCCC1CCN(C(=O)c2ccccc2)CC1,4%[57.4 µM]
CC(NC(=O)c1cccc(C#N)c1)C(=O)N1CCN(c2ccccn2)CC1 (stereo unspecified),24%
CCOc1ccc(NC(=O)C2CCCN(c3cn[nH]c(=O)c3)C2)cc1 (stereo unspecified),16%

Continued:
SMILES	ALOX12 inh
COc1ccc(OCc2nc(C)c(CCO)c(=O)n2CC(=O)Nc2cccc(F)c2)cc1	12%
O=C(NCCC1CCN(C(=O)Nc2ccccc2)CC1)c1ccc(F)cc1	14%
CCC(C(=O)NC1CCN(c2cc(C(F)(F)F)nc(C)n2)CC1)c1ccccc1 (stereo unspecified)	28%
CCC(O)C1CCN(C(=O)c2cnn3cc(CN(CC)CC)cnc23)CC1 (stereo unspecified)	59%[activator]
O=C(CC1CC1)NC1CCCc2nc(-c3ccccc3)ncc21 (stereo unspecified)	64%[activator]
Cc1cc(C(=O)N2CCCn3nc(CCC(=O)O)cc3C2)c2c(C)noc2n1	19%
CCOc1ccccc1CN1CCCN(S(=O)(=O)c2ccccc2)CCC(=O)NCC1	33%
CNC(=O)[C@@H]1CN(C(=O)c2nn(C)c3ccccc23)C[C@H]1C1CCN(C)CC1	27%
COC(=O)c1cc2c(c3c4cc(OC)ccc4n(S(=O)(=O)c4ccc(C)cc4)c13)C(=O)N(C)C2	-7%
O=C(NCc1ccc(F)cc1)c1nc(-c2ccc(Cl)nc2)c2cnccn12	3%[6.33 µM]
O=C(Nc1cccc(C(F)(F)F)c1)N[C@H]1[C@H](O)[C@@H](N2CCCCC2)[C@@H]2OC[C@H]1O2	-7%[176 µM]
Cc1nc([C@@H]2CN(C(=O)c3ccc(Cl)s3)C[C@H]2C(N)=O)n[nH]1	35%[activator]

The list is partial; the hit share may differ from the screen's.
